Screening data: PubChem BioAssay, National Center for Advancing Translational Sciences (NCATS)
KDM5B inhibitor – blocks human KDM5B histone demethylase activity; KDM5B demethylase, FDH-coupled NADH fluorescence (FDH is formaldehyde dehydrogenase); Potency, µM (highest dose often 57.7 µM), inactives show at the top dose activity change, negative = inhibition, usual class: inhibitors; 220,000 compounds, 2.6% hits; active means well fitted inhibition curve with a large enough effect; inconclusive means small, poorly fitted or top-dose-only effect; inactive means no such curve, though single readings can be large or run the other way; further: 0% is about no effect; nearly all actives have a fitted effect of over 70% in size
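Compound dilutions met 200 nM (final) KDM5BΔAP for 10 min at room temperature before substrate addition. The substrate mix held 12.5 µM H3K4me3 with cofactors 25 µM α-ketoglutarate and 50 µM Fe²⁺. NADH signal gain over 30 min defined activity.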
* = called active by the depositor; ? = inconclusive; & = joins results of further samples; [ ] = remark or other dose. Potency means the concentration at half of the fitted maximal effect. This is a subset (hit frequency here may not be typical).

A first look, five compounds:
SMILES | KDM5B inhibitor
Cc1ccc2c(C)nc(Nc3nc(CSc4ncccn4)cc(=O)[nH]3)nc2c1 | 11%
CCOC(=O)c1c(C)oc2nc(C)nc(NCc3ccccc3OCC)c12 | -6%&-22%
CC(C)[C@H](NC(=O)c1ccccc1)C(=O)Nc1cccc(S(=O)(=O)N2CCOCC2)c1 | -17%
CC1(C)N=C(c2ccccc2)C(=O)N1CC(=O)NC1CCc2ccccc21 (stereo not given) | -7%
COc1ccc(-c2cc(C(=O)OC(C)C#N)c3ccccc3n2)cc1OC (stereo not given) | 8%

All compounds of this part, from the first entry:
SMILES | KDM5B inhibitor
Cc1ccc2c(C)nc(Nc3nc(CSc4ncccn4)cc(=O)[nH]3)nc2c1 | 11%
CCOC(=O)c1c(C)oc2nc(C)nc(NCc3ccccc3OCC)c12 | -6%&-22%
CC(C)[C@H](NC(=O)c1ccccc1)C(=O)Nc1cccc(S(=O)(=O)N2CCOCC2)c1 | -17%
CC1(C)N=C(c2ccccc2)C(=O)N1CC(=O)NC1CCc2ccccc21 (stereo not given) | -7%
COc1ccc(-c2cc(C(=O)OC(C)C#N)c3ccccc3n2)cc1OC (stereo not given) | 8%
CN1CC(=O)N(c2ccccc2)Cc2c(NC3CCC3)ncnc21 | -26%[86.2 µM]
O=C1Nc2ccccc2CC12CCCN(C1COC1)C2 (stereo not given) | 15%[149 µM]
Cc1ccc(-c2cc3c(SCC(=O)N4CCN(c5ccc(F)cc5)CC4)nccn3n2)cc1 | 15%
CCOc1ccccc1Nc1ccc2nonc2c1[N+](=O)[O-] | -28%
CCOc1ccc(N2C(=O)N(Cc3c(F)cccc3Cl)c3ccccc3S2(=O)=O)cc1 | 2%
Cc1cc(=O)oc2cc3occ(-c4ccccc4)c3cc12 | 71%[activator]
CC(=O)c1cccc(NC(=O)Cn2cc(C(=O)c3cccc(Cl)c3)c(=O)c3ccc(C)nc32)c1 | -17%
Cc1cc(NC(=O)Cn2ccn3nc(-c4ccc(F)cc4)c(CO)c3c2=O)n[nH]1 | ?
Cc1cccc(NC(=O)N2CCCC(Cn3c(C)nc4cccnc43)C2)c1 (stereo not given) | -13%
O=C(NCCC(=O)N1CCN(c2ncccn2)CC1)c1ccc(F)cc1F | -10%
Cn1c(CCc2ccccc2)nc2cc(NC(=O)c3ccc(C#N)cc3)ccc21 | ?
O=C(NCc1ccccc1Cl)c1ccccc1-c1ccccc1 | -15%
Cc1cnc(CNC(=O)c2cc(CN3CCC(Cc4ccccc4)CC3)on2)cn1 | 8%
COc1ccc(-n2c(O)c(C=NCc3ccccn3)c3ccccc3c2=O)c(OC)c1 | -14%
OCC(CO)(CO)NCC(O)CNC(CO)(CO)CO | -26%
Cc1cc(C2CC(C(=O)NCCc3ccccc3)CN(C(=O)C3CC3)C2)ccc1F (stereo not given) | 12%
Cc1ccc(OCCSc2nc3ccc(NC(=O)c4cccs4)cc3s2)cc1 | -18%
Cc1ccc(-c2cc(C(F)(F)F)n3ncc(-c4ccc(Cl)cc4)c3n2)cc1 | 20%
COc1ccccc1NC(=O)c1ccccc1NC(=O)c1ccccc1 | -6%
CNC(=O)[C@@H]1C[C@@H](O)CN1C1CCN(C(=O)COc2ccccc2)CC1 | 3%
CN(C(=O)CN1C(=O)NC2(CCCCC2)C1=O)c1ccccc1 | -7%
O=C(CSc1nnnn1-c1ccccc1)c1ccc(O)cc1O | 8%
Cc1ccc(-n2nc3ccc(NC(=O)c4oc5ccc(C)cc5c4C)cc3n2)cc1 | ?
Cc1ccc(C)c(NC(=O)Cn2nc(C)c3ccccc32)c1 | 12%
COc1ccccc1NC(=O)Nc1nc2ccc(S(N)(=O)=O)cc2s1 | 11%
CC(N)c1ccc(OCC(F)(F)F)cc1 (stereo not given) | -8%
Cc1cnc(C2CC2)n1CCNC(=O)NC1CCCCC1 | -16%
CCOc1ccc(SC(C(N)=O)c2ccccc2)cc1 (stereo not given) | -8%
CCCN1CCN(C(=O)[C@H]2CCC[C@H]2NC(=O)c2ccc(OC)nc2)CC1 | 28%
O=C(CCSC1CCc2ccccc2NC1=O)Nc1ccc(CCO)cc1 (stereo not given) | -13%
COc1ccc(OC)c(-c2nc3ccccc3nc2-c2ccccc2)c1 | ?
COc1cccc(CCC(=O)N2CCCC(CO)(CC3CC3)C2)c1 (stereo not given) | 10%
O=C(Nc1ccccc1Cl)c1cc(C2CC2)nn1-c1ccccc1 | ?
CC(=O)c1ccccc1NC(=O)COC(=O)c1ccc2ccccc2n1 | 11%
COCCNC(=O)[C@@H]1C[C@H](Oc2ccccc2)CN1C(=O)c1ccc2ccccc2n1 | 4%

7 entries picked at random from those above:
SMILES | KDM5B inhibitor
COCCNC(=O)[C@@H]1C[C@H](Oc2ccccc2)CN1C(=O)c1ccc2ccccc2n1 | 4%
CCOc1ccc(N2C(=O)N(Cc3c(F)cccc3Cl)c3ccccc3S2(=O)=O)cc1 | 2%
Cc1cc(NC(=O)Cn2ccn3nc(-c4ccc(F)cc4)c(CO)c3c2=O)n[nH]1 | ?
CCOc1ccc(SC(C(N)=O)c2ccccc2)cc1 (stereo not given) | -8%
O=C(NCCC(=O)N1CCN(c2ncccn2)CC1)c1ccc(F)cc1F | -10%
COc1ccccc1NC(=O)Nc1nc2ccc(S(N)(=O)=O)cc2s1 | 11%
Cc1cccc(NC(=O)N2CCCC(Cn3c(C)nc4cccnc43)C2)c1 (stereo not given) | -13%

Continuation:
SMILES | KDM5B inhibitor
O=C(O)COc1ccccc1/C=N/NC(=O)CSc1nc2ccccc2s1 | -14%
O=C1COc2ccc(C(=O)COC(=O)c3nn(Cc4ccccc4)c(=O)c4ccccc34)cc2N1 | 17%
Nc1nc(O)c(Sc2ccccc2[N+](=O)[O-])c(=O)[nH]1 | ?
CCOc1ccc(Nc2c(S(=O)(=O)c3ccc(C)cc3)cnc3cc(OC)c(OC)cc23)cc1 | -29%
O=C(Cc1ccccc1F)NC1CCN(c2cc(-c3cccs3)[nH]n2)C1 (stereo not given) | ?
COC(=O)C1=C(C)N(Cc2cccc(F)c2)C(=O)CC1c1ccccc1Cl (stereo not given) | 14%
Cc1ccc(Cl)cc1N1CCN(S(=O)(=O)c2ccc3[nH]c4c(c3c2)CCCC4)CC1 | ?
COc1cccc(-c2ccc(CN3CC4CCC(C3)N4c3ccc(C(F)(F)F)cc3)cc2)c1 | -22%
CCOc1ccccc1NC(=O)Cn1cccc1-c1nc(-c2ccc(F)cc2)no1 | -6%
N#Cc1nc(COc2ccc(Br)cc2)oc1NC1CC1 | ?
Cc1ccc(CN2CCC(CNC(=O)CCc3nnc4ccc(N5CCCCC5)nn34)C2)cc1 (stereo not given) | 30%
CCN(c1ncnc2c1cnn2-c1ccc(C)cc1)C1CCCCC1 | 13%
Cn1cc(CN2C[C@@H](CO)[C@H](C(=O)NC3CC3)C2)cn1 | -3%
COc1ccc(OCc2nc(C#N)c(NCCN3CCOCC3)o2)cc1 | 16%
CC1=C[C@@H](CNC(=O)c2ccncc2)[C@H](C(C)C)C[C@H]1CC(=O)N1CCOCC1 | 27%[86.2 µM]
Cc1ccc([C@H]2CN(C(=O)Cn3nc(C)c4ccccc4c3=O)C[C@@H]2N)o1 | ?
CCc1ccccc1CN1CCCC12Cc1ccccc1CNC2=O (stereo not given) | 3%[149 µM]
COc1ccccc1N1CCN(C(=O)c2cc3c(=O)n(C)c4ccccc4c3s2)CC1 | ?
O=C1NCCC/C1=N\Nc1ccc(Br)cc1 | -4%
O=C(NCCc1c[nH]c2ccccc12)NC1CCCCCCC1 | 7%
CCn1c(=O)c2sccc2n2c(CCCC(=O)N3CCN(c4cc(Cl)ccc4C)CC3)nnc12 | 1%
COc1ccc(-c2noc(CN(C(=O)c3ccc(C)cc3C)C(C)C)n2)cc1 | -21%
FC(F)(F)Oc1ccc(CN2CCOC[C@H](Oc3cccnc3)C2)cc1 | -28%[86.2 µM]
COc1ccc(-c2noc(-c3cccn3CC(=O)Nc3cccc(C)c3)n2)cc1F | 20%
CCCNC(=O)c1ccc(Oc2nccnc2Sc2ccccc2)cc1 | -11%
Cc1ccc(NC(=O)c2ccc(S(=O)(=O)N3CCOCC3)cc2)cc1 | ?
O=C(CC1N=C2c3ccccc3N=C(SCc3ccccc3F)N2C1=O)NCc1ccc2c(c1)OCO2 (stereo not given) | ?
CC1CCCN(c2nc3c(c(=O)[nH]c(=O)n3C)n2CCCc2ccccc2)C1 (stereo not given) | -3%
COc1ccc(C(=O)N[C@@H]2CCC[C@@H]2C(=O)NCCN(C)C)cc1 | -5%
COc1ccc(C=O)cc1COC(=O)COc1ccc(Cl)cc1Cl | -7%
CCN(CC)Cc1cnc2c(C(=O)N3CC[C@H]4CNC[C@H]43)cnn2c1 | -22%
CCc1cnc2c(c1SCCC(C)C)c(=O)n(C)c(=O)n2C | -16%
CCOC(=O)c1cc(-c2ccc(C)cc2)nn1Cc1ccccc1 | -13%
Cc1ccccc1C(=O)Nc1ccc2nc(SCCOc3ccccc3)sc2c1 | -10%
Cc1nc2cc(NC(=O)C(C)Oc3ccc(Cl)cc3Cl)ccc2o1 (stereo not given) | -19%
COc1cc(Nc2nc3ccc(Cl)cc3n3cnnc23)cc(OC)c1OC | ?
COc1cc(/C=C/C(=O)c2ccc(O)cc2)cc(Cl)c1O | -24%
Cc1ccc(CNC(=O)C(Cc2ccccc2)n2cccc2)cc1 (stereo not given) | -4%
O=S(=O)(NCC1CNCCOC1)c1ccc(F)c(F)c1F (stereo not given) | 26%
Cc1nc2ccccc2c(=O)n1-c1ccc(NC(=O)C(F)(F)F)cc1 | -34%
Cc1ccc(S(=O)(=O)c2nc(-c3ccccc3)oc2SCC(=O)NCC2CCCO2)cc1 (stereo not given) | 1%
COc1ccc(C(=O)Nc2nc3c(s2)C[C@@H]2[C@](C)(CO)[C@H](O)CC[C@@]2(C)[C@@H]3CC(=O)NCCNC(C)=O)cc1 | 1%
CN1CC2(CCCN(CC3CC3)C2)c2cc(C(=O)NCCOc3ccccc3)ccc21 (stereo not given) | 35µM*
Cc1c(C(=O)O)oc2c1-c1nn(Cc3ccc(Cl)cc3)cc1CC2 | ?
O=C(NC1CCOCC1)c1ccc2c(c1)OCCN(c1cccc(OC(F)(F)F)c1)C2 | -14%[86.2 µM]
CC(=O)N1CCN(c2nc3c(s2)CC(C(=O)Nc2cccc(C(C)(C)C)c2)CC3)CC1 (stereo not given) | -19%
C#CCN[C@@H]1C[C@@H]2c3[nH]c4ccccc4c3C[C@@H](C(=O)OC)N2[C@H](c2ccc(F)cc2)C1 | ?
CCOc1cc2sc(N3CCC(C(=O)Nc4ccc(CC)cc4)CC3)nc2cc1Br | 0%
Cc1ccsc1/C=N/NC(=O)c1ccc2c(c1)OCCO2 | 11%
Cn1cc(C(=O)NCc2ccccc2Cl)c(=O)c2cc(S(=O)(=O)N3CCCCCC3)ccc21 | -4%

Later entries
SMILES | KDM5B inhibitor
COCCCN(CCC(=O)NCc1ccc(F)cc1)C(=O)c1cc(C)oc1C | -7%
O=C(Cn1c(=O)n(Cc2ccco2)c(=O)c2ccccc21)Nc1ccc(Cl)cc1Cl | ?
CC1(C)CC(=O)C(CCS(=O)(=O)Oc2ccccc2)(CCS(=O)(=O)Oc2ccccc2)C(=O)C1 | -6%
COc1ccc(-c2ncc(CN3CCOC(c4cccnc4)C3)cn2)cc1 (stereo not given) | 22µM*
COCc1noc(CCNc2nc(C)nc3c2cnn3C)n1 | 22%
COCCN1C(=O)CC[C@]2(C(=O)Nc3ccccn3)CCCC[C@@H]12 | -16%
COc1ccc(-n2c(=O)c3sc4ccccc4c3n(CC(=O)Nc3cccc(C)c3)c2=O)cc1 | ?
Cc1cccc(C(=O)NC2CCCCC2C)c1 (stereo not given) | -6%
COc1ccc(C(=O)/C=C/c2ccc(-c3ccccc3)cc2)cc1CSCC(=O)O | ?
Cc1cccn(Cc2c(Cl)cccc2Cl)c1=O | 1%
Cc1ccc2c(c1)N1C(=O)OC[C@@H]1CCN(C(=O)C1CC1)C2 | 16%[86.2 µM]
Cc1nc(C)c(C(=O)N2CCC3(CC2)CC(N(Cc2ccccc2)C2CC2)CCO3)s1 (stereo not given) | -5%
COc1cc(C(c2nnnn2C2CCCC2)N2CCN(C(=O)c3ccco3)CC2)cc(OC)c1OC (stereo not given) | -30%
CN1C(=O)CO[C@H](c2ccc(NC(=O)Nc3ccc(F)cc3)cc2)[C@H]1CO | -15%[86.2 µM]
COCC(=O)NC1(Cc2cc(-c3ccc(OC)cc3)on2)COC1 | -4%[86.2 µM]
O=C(O)c1cccc(N/N=C/c2ccc(OC(F)(F)F)cc2)c1 | -18%
CC(=O)N1CCN(Cc2snnc2C(C)C)CC(O)C1 (stereo not given) | ?
CCc1ccc(C(=O)NC(Cc2ccccc2)C(=O)O)cc1 (stereo not given) | -12%
COc1ccc(C(=O)NCc2ccc3c(c2)CCN3C(=O)c2ccncc2)cc1 | -26%
Cc1ccc2oc(C(=O)Nc3ccc(S(=O)(=O)Nc4cc(C)nc(C)n4)cc3)cc(=O)c2c1 | -11%

A draw from above in order of molar mass, ascending.
SMILES | KDM5B inhibitor
CCc1ccc(C(=O)NC(Cc2ccccc2)C(=O)O)cc1 (stereo not given) | -12%
COCC(=O)NC1(Cc2cc(-c3ccc(OC)cc3)on2)COC1 | -4%[86.2 µM]
Cc1ccc2oc(C(=O)Nc3ccc(S(=O)(=O)Nc4cc(C)nc(C)n4)cc3)cc(=O)c2c1 | -11%

The list goes on.
SMILES | KDM5B inhibitor
Cc1cc2nn(-c3ccccc3)nc2cc1NC(=O)COc1ccc(Cl)cc1 | ?
Cc1ccccc1CN1C(=O)C(O)(CC(=O)c2cccc(Br)c2)c2ccccc21 (stereo not given) | -7%
CCCN(CCOC)Cc1ccc(C#N)cc1 | -1%
O=C(CCc1ncc(-c2ccc(Cl)cc2)o1)Nc1ccc(F)cc1F | -5%
Cc1ccc(NC(=O)Cc2nnc(SCC(=O)NC3CCCC3)n2C)cc1 | -10%
O=C(c1cnc2c(c1)CCCC2)N1C[C@H](CO)C[C@H](CN2CCOCC2)C1 | 10%
CC(NC(=O)CSc1ccc(C(F)(F)F)cn1)c1ccccc1 (stereo not given) | -14%
